Screens deposited in PubChem BioAssay by National Center for Advancing Translational Sciences (NCATS).
DT40 TDP1 no CPT = qHTS for Inhibitors of human tyrosyl-DNA phosphodiesterase 1 (TDP1): qHTS in cells in absence of CPT; DT40 Tdp1-/- hTDP1 cells, no CPT, ATP luminescence, 48 h; Potency, µM (highest dose often 46.2 µM), for inactives: at the top dose activity change, negative = growth inhibition, actives largely listed as inhibitors; actives 15% (n = 420,000); AID 686978, 2013; also: nearly all actives have a fitted effect of over 55% in size
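Cells were dispensed at 400 per well, compounds added by pin tool, plates incubated ≥48 hr at 37 °C, then CellTiter-Glo added for 30 min at room temperature before luminescence reading. Line: DT40 Tdp1-/- complemented with hTDP1; camptothecin omitted.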
TDP1 block = inhibitors of human tyrosyl-DNA phosphodiesterase TDP1. actives 0.28% (n = 350,000). recombinant TDP1, AlphaScreen DNA substrate cleavage. Q9NUW8. AID 485290. Potency, µM (doses to about 130 µM), inactives show at the highest dose activity change, negative = inhibition, usual class: inhibitors; also: nearly all actives have a fitted effect of over 40% in size
Target sequence (Q9NUW8 whole entry, looked up): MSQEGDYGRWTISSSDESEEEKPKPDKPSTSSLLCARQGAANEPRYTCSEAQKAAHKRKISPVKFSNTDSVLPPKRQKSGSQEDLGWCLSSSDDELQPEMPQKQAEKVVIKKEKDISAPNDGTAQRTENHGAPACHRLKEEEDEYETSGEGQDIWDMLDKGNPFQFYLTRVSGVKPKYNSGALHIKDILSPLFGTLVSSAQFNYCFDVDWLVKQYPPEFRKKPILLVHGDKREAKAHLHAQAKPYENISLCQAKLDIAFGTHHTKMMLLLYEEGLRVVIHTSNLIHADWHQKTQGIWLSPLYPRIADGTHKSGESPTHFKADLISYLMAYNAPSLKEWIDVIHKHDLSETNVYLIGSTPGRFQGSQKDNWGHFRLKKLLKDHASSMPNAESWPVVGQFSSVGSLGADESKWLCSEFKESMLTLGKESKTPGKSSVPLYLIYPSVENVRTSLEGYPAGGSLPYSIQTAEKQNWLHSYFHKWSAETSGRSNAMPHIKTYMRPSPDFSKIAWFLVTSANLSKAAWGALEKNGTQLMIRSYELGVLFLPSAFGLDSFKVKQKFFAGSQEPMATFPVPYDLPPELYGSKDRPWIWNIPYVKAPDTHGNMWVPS
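Recombinant E. coli-expressed Tdp1 (1 nM) preincubated with compound 15 min at RT, then 5'-biotin/3'-phosphotyrosine-FITC DNA substrate (15 nM) added for 5 min. AlphaScreen beads (10 ug/ml) added, 10 min RT; tyrosine-FITC cleavage read as signal loss.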
N370S GC = N370S glucocerebrosidase modulation, Gaucher chaperone candidate | N370S GC spleen homogenate, 4MU-glucoside fluorescence | Potency, µM (highest dose often 59.4 µM), for inactives: at the top dose activity change, negative = inhibition, actives largely listed as inhibitors | actives 0.092% (n = 330,000) | AID 2101;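 also: 0% = full enzyme activity and -100% = no enzyme basal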
Numbers without * were called inactive; ? = inconclusive; / = not tested or not shown; & = joins results of further samples; [ ] = dose if it differs, or a comment. Calls follow the shape of the dose curve; as a rule, active = well fitted curve in the direction sought with a large enough effect; inconclusive = small, poorly fitted or top-dose-only effect, or another doubt; inactive = no such curve, though single readings can be large; an effect the other way counts as inactive or inconclusive. Unless noted, % is scaled to controls: 0 for no effect and ±100 for the full control effect; potency is read from the fitted curve at half-maximal effect. The list is partial, so the mix of outcomes need not match the whole.

mol	DT40 TDP1 no CPT	TDP1 block	N370S GC
COc1ccc(N(CC(=O)N/N=C/c2ccccc2F)S(=O)(=O)c2ccccc2)cc1	-4%	/	0%
CSc1ccc(CNC(=O)Cc2csc3ccccc23)cc1	?	3%	/
Cc1ccc(NC(=O)COC(=O)Cn2cnc3ccccc32)cc1S(=O)(=O)N(C)C	3%	-2%	-2%
CC1Cc2cc(S(=O)(=O)CCC(=O)Nc3ccccc3F)ccc2N1C(=O)C1CC1 (stereo not given)	?	3%	/
O=C(Nc1nc(-c2ccc(Cl)s2)cs1)c1ccncc1	9.2µM*	3%	7%
COc1ccc(CCNS(=O)(=O)c2ccc3c(c2)CCN3C(=O)C2CC2)cc1OC	-27%	6%	9%
Cc1ccccc1NC(=O)CSc1nnc(-c2ccoc2C)n1CCc1ccccc1	?	-1%	-3%
NS(=O)(=O)c1ccc(CCNC(=O)COC(=O)CCN2C(=O)C3CC=CCC3C2=O)cc1 (stereo not given)	-11%	0%[56.1 µM]	/
O=C(c1cnccn1)N1CCC2(CC1)CCN(c1ccccc1)CC2	?	/	-24%
O=C(CCN1C(=O)C2CCCCC2C1=O)N1CCN(S(=O)(=O)c2ccccc2)CC1 (stereo not given)	0%	/	1%
CC(C)(C)n1nnnc1C(c1cccnc1)N1CCN(c2ccccc2)CC1 (stereo not given)	?	2%	?
O=C(C1COc2ccccc2O1)N1CCN(Cc2ccccc2)CC1 (stereo not given)	-4%	/	-5%
CC1CC(OC(=O)C(O)c2ccccc2)CC(C)(C)C1 (stereo not given)	7.5µM*	4%	-6%
CCc1ccc(NC2CC(=O)N(CCc3ccc(OC)c(OC)c3)C2=O)cc1 (stereo not given)	23µM*	3%	20%
CC(C)c1cccc(-c2ccc3c(c2)S(=O)(=O)c2cccc(C(=O)NCc4ccco4)c2C3=O)c1	?	45µM*	/
CC(=O)N1CCCc2cc(S(=O)(=O)N3CCCC(C(=O)Nc4ccc(C)c(C)c4)C3)ccc21 (stereo not given)	-11%	0%	/
CCCCn1c(N)c(N(CC(C)C)C(=O)C2CCN(C(=O)c3ccc(F)cc3)CC2)c(=O)[nH]c1=O	1%	1%	-9%
Cc1ccc(C)c(NC(=O)C2CCCN(S(=O)(=O)c3c(C)nn(C)c3C)C2)c1 (stereo not given)	18µM*	5%	1%
COC(=O)c1ccc(Nc2nc(C)cc(=O)[nH]2)cc1	-11%	5%	-12%
Cc1c(C(=O)N(C)CCC#N)oc2ccc(S(=O)(=O)N3CCOCC3)cc12	2%	0%	-5%
Cc1cc2c(n1-c1ccc(C(=O)NCc3ccccc3Cl)cc1)CCCC2	18µM*	9%	/
CCCCCC(=O)NNC(=S)NC(=O)c1cccc([N+](=O)[O-])c1	13µM*	0%	4%
Cc1ccc(S(=O)(=O)N2CCN(CC(=O)N/N=C/C=C/c3ccccc3)CC2)cc1	?	5%	-7%
Cc1cccc(OCc2nnc(SCC(=O)Nc3ncc(C)s3)o2)c1	0%	3%	0%
Cc1cnc2cc([N+](=O)[O-])ccc2n1	-21%	0%	-3%
COc1ccc(C2CC(c3ccccc3)=NN2C(=O)COC(=O)COc2ccccc2)cc1 (stereo not given)	?	-3%	4%
COc1ccc(C(=O)/C=C/c2cn(CC(O)CN3CCN(C)CC3)c3ccccc23)cc1OC (stereo not given)	?	-7%	-9%
CC(C)CC(NC(N)=O)C(=O)OCC(=O)Nc1ccc(OC(F)F)cc1 (stereo not given)	?	5%	-4%
COc1ccc(-c2cc(=O)oc3cc(OC(C)C(=O)NCc4ccccn4)ccc23)cc1 (stereo not given)	?	/	3%
Cc1ccc(S(=O)(=O)/N=C/c2ccc(N(C)C)cc2)cc1	-15%	1%	-2%
Cc1cc(C)cc(-n2ccnc2SCC(=O)Nc2nc3ccccc3s2)c1	?	9%	/
Cc1ccc2nc(SCc3nnc(-c4ccccc4)o3)[nH]c2c1	-24%	5%	23%
O=C(c1ccccc1)C1CN(c2ccccc2)CC1c1ccc(Cl)cc1 (stereo not given)	16µM*	0%	-20%
O=C1Nc2ccccc2S/C1=C/NCc1ccccc1Cl	1%	3%	2%
O=C(CCC(=O)N1CCN(c2ccc(F)cc2)CC1)c1ccc(Cl)cc1	?	2%	-3%
Cc1ccccc1N1CCN(S(=O)(=O)Cc2ccccc2)CC1	7%	-3%[56.1 µM]	-2%
Cc1ccc(/C(N)=N/OC(=O)Cc2ccccc2)cc1	1%	-7%	5%
Cc1nc(NC(=O)CSc2nc3cccnc3n2Cc2ccccc2)sc1C	?	2%	9%
COc1ccc(OCC(=O)NC2CCCCCCC2)cc1	?	5%	7%
COc1ccc(Cc2nnc(SCC(=O)Nc3ccc(N4CCOCC4)cc3)n2C)cc1	-5%	/	-1%
Cc1nn(-c2ccccc2)c(C)c1NC(=O)CCl	?	8%	8%
CCOc1ccc(CCNC(=O)C2CC(=O)N(Cc3ccc(OC)cc3)C2)cc1OCC (stereo not given)	?	3%	1%
COC(=O)c1c(NC(=O)COC(=O)c2ccc(NC(=O)CC#N)cc2)sc2c1CCCCC2	?	3%	14%
CCC(=O)NC(=S)Nc1ccc(NC(=O)COc2ccc(Cl)c(C)c2)cc1	16µM*	-2%	0%
Cc1cc(NC(=O)CCN2CCCCC2)ccc1Br	?	/	-9%
O=C(c1csc2c1CCCCC2)N1CCN(c2ncccn2)CC1	-22%	11%	11%
Cc1ccc(NC(=O)C(=O)NCC(c2ccc3c(c2)OCO3)N2CCN(c3ccccc3)CC2)cc1 (stereo not given)	-17%	-2%	/
CCCCC1=CC2=CC(=O)C(C)(OC(=O)CC)C(=O)C2=CN1c1ccccc1 (stereo not given)	16µM*	-4%[21 µM]	-13%[12.8 µM]
CCCNC(=O)C(Cc1ccccc1)NS(=O)(=O)c1ccc2c(c1)c(=O)n(C)c(=O)n2C (stereo not given)	-7%&-12%	5%&5%	-17%
CC(C)Oc1cc(C(=O)NC2CCCCC2)c2ccccc2n1	?	-3%	-8%

Going on with the list.
mol	DT40 TDP1 no CPT	TDP1 block	N370S GC
CS(=O)(=O)Nc1nc2n(n1)C(c1ccccc1)C=C(c1ccc(Br)cc1)N2 (stereo not given)	-18%	-3%	27%
CCN1CCN(c2nc3c(C)cccn3c(=O)c2/C=C(\C#N)C(=O)NCCOC)CC1	18%	/	?
NC(=S)Nc1cccc2cccnc12	-2%	0%	6%
COc1cccc(C2=CC(c3ccccc3F)n3ncc(C(=O)Nc4ccc(C)cc4)c3N2)c1 (stereo not given)	16µM*	7%	/
CN1CCN2c3ncccc3Cc3ccccc3[C@@H]2C1	-3%	/	-12%
O=C(Cc1cccs1)N1CCN(S(=O)(=O)c2ccc(Cl)c(C(F)(F)F)c2)CC1	-41%	-1%	/
COCCNC(=O)COc1ccc(N(C)S(=O)(=O)c2ccc3ccccc3c2)cc1	?	/	-8%
CCn1c(CSc2nncn2-c2ccc(OC)cc2)nc2cc(S(=O)(=O)N(C)C)ccc21	-13%	3%	-8%
Cc1ccccc1S(=O)(=O)Cc1ccc(C(=O)NCc2cccnc2)o1	-3%	7%	-4%
CCCOc1cc(C)c(S(=O)(=O)NCCOC)cc1C	?	8%	-1%
CCCOc1ccc(NC(=O)C2CC(=O)N3CCCN=C3S2)cc1 (stereo not given)	?	7%	2%
Cc1oc2ncn(C)c(=O)c2c1C(=O)N1CCN(c2ccc(Cl)cc2)CC1	3%	4%	/
CCc1nnc(NC(=O)C(=O)c2cc(C)n(-c3ccccc3)c2C)s1	-25%	9%	/
O=C(CCNS(=O)(=O)c1ccccc1)NCCSc1ccc(Br)cc1	-14%	2%	/
CSc1ccc(CCNC(=O)C(C)n2nc(C)c3sc4ccccc4c3c2=O)cc1 (stereo not given)	?	3%	/
C[C@@H](C(=O)Nc1ccc2c(c1)OCCO2)n1c(=O)[nH]c2ccccc2c1=O	1%	8%	-6%
Cc1ccnc(N2CCN(C(=O)CSc3nc4ccccc4nc3N3CCC(C)CC3)CC2)c1	?	0%	11%
CC(C)N(Cc1nc(-c2ccc(Cl)cc2)no1)C(=O)CN(C)S(=O)(=O)c1ccc(Cl)cc1	?	1%	23%
Cc1ccc(Nc2nnc(SCC(=O)NC3CCS(=O)(=O)C3)s2)c(C)c1 (stereo not given)	-8%	0%	17%
CCc1nc2ccccc2c(C(=O)Nc2cc(C)ccc2C)c1C	?	/	-4%
Cc1ccc(NC(=O)c2c(C)oc3ccc(O)c(CN(C)Cc4ccccc4)c23)c(C)c1	15µM*	1%	/
O=C(NCc1ccccn1)c1nc(Cn2cc([N+](=O)[O-])cn2)no1	-10%	2%	-5%
COc1ccc(CCNS(=O)(=O)c2c(C)nc3sccn3c2=O)cc1OC	15%	-8%	/
CC(C)N1C(=O)c2ccc(C(=O)O)cc2C1=O	-1%	7%	-7%
O=[N+]([O-])c1cc(CN2CCOCC2)c2cccnc2c1O	?	-5%	8%
COCCNC(=O)C(c1ccc(Cl)cc1)N(C(=O)CCC(=O)Nc1ccccn1)C1CCCC1 (stereo not given)	-18%	-1%	1%
Cc1cccc(C)c1NC(=O)c1cccc2c1-c1ccccc1C2=O	?	5%	4%
COC(=O)c1ccccc1NC(=O)/C=C/C(=O)O	-6%	-8%	10%
CCCC(=O)NC1C2CC3CC(C2)CC1C3 (stereo not given)	-1%	5%	2%
Cc1ccc(C2=NN3C(C(=O)c4ccccc4)Oc4ccccc4C3C2)cc1 (stereo not given)	?	6%	7%
CC(C)Cc1nc(SCC(=O)Nc2ccc(S(N)(=O)=O)cc2)n[nH]1	-6%	3%	1%
CCc1ccc(-c2cc(C)no2)cc1S(=O)(=O)Nc1ccc(C)cn1	?	1%&3%	5%
COc1ccc(NC(=O)c2ccco2)cc1NC(=O)c1cc(Br)ccc1Cl	21µM*	9%	/
O=c1[nH]c(N/N=C/c2ccccc2)nc2ccccc12	?	8%	?
O=C(/C=C/c1cccs1)Nc1cccnc1	-14%	1%	-24%
COC(=O)c1ccc(NC(c2ccc(Cl)cc2)P(=O)(OC)OC)cc1 (stereo not given)	?	-5%	-6%
Cc1cc(C(=O)CSc2nc3ccc(Cl)cc3[nH]2)c(C)n1C	?	4%	1%[2.35 µM]
O=C(Nc1ccccc1)C1=C(N2CCOCC2)/C(=C/c2cccnc2)CC1	-13%	-5%	-3%
Cc1cc(C(=O)CN2C(=O)C(=O)N(CC(C)C)C2=O)c(C)n1C1CC1	-27%	5%	/
COc1ccccc1OCC(=O)Nc1sc2c(c1C(=O)NCC1CCCO1)CCC2 (stereo not given)	?	3%	?
Cc1cccc(CC(=O)N2CCC(n3nccc3NC(=O)C3CC3)CC2)c1	14%	4%[56.1 µM]	-3%
Cc1cc(C)n(C(=O)CNc2ccccc2Cl)n1	?	-2%	6%
O=C(NC12CC3CC(CC(C3)C1)C2)c1cccnc1	1%	5%	-3%
COc1ccc(C2c3[nH]c4ccccc4c3C[C@H]3C(=O)N(C4CCN(Cc5ccccc5)CC4)CC(=O)N23)cc1OC (stereo not given in full)	?	/	-9%
CC(C)C[C@@H](C(=O)O)N(Cc1cccc(CN([C@@H](CC(C)C)C(=O)O)S(C)(=O)=O)c1)S(C)(=O)=O	-1%	/	-3%
Cc1cccc(NC(=S)NC(NC(=O)c2ccco2)C(Cl)(Cl)Cl)c1 (stereo not given)	?	2%	-3%
Cc1cccc(/C=N/NC(=O)CNc2cccc3ccccc23)n1	13µM*	11%	18%
COCCCN1C(=O)C(=O)/C(=C(/O)c2ccc(OC(C)C)c(C)c2)C1c1ccncc1 (stereo not given)	-7%	-4%	15%
O=C(NCc1ccncc1)c1ccccc1Nc1ccc(SC(F)F)cc1	?	/	-5%
O=C(NNC1=NS(=O)(=O)c2ccccc21)c1ccccc1Cl	?	-1%	-1%

Single records (already shown). Screens in order: DT40 TDP1 no CPT, TDP1 block, N370S GC
Cc1cc(C)n(C(=O)CNc2ccccc2Cl)n1 across the screens: ?, -2%, 6%
COCCNC(=O)C(c1ccc(Cl)cc1)N(C(=O)CCC(=O)Nc1ccccn1)C1CCCC1 (stereo not given) across the screens: -18%, -1%, 1%
CC(C)Cc1nc(SCC(=O)Nc2ccc(S(N)(=O)=O)cc2)n[nH]1 across the screens: -6%, 3%, 1%
